Assay outcomes from PubChem.
Wnt bcat act – Wnt/beta-catenin pathway activation | Wnt/beta-catenin reporter cell assay, activator, plate reader | activation, % at 9.35 µM | actives 1.2% (n = 300,000) | AID 743398; in the data active = activation above about 30%, passing the limit was not always enough;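 also: 0% = neutral control wells and 100% = positive control wells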
phage Ecoli inh – E. coli growth loss with phage present; growth absorbance; inhibition, % at 11.9 µM; actives 0.26% (n = 360,000); AID 651602; in the data active = inhibition above about 11%
An asterisk follows results filed as active. The list is partial. The share of hits here may be higher or lower than overall.

Wnt bcat act,phage Ecoli inh,molecule
-0.3,1.2,Cc1ccccc1-c1cnc(C(O)c2ccc(Cl)c(F)c2)[nH]1 (stereo unspecified)
-0.6,2.2,CCCC(C)(C)C(=O)N1CCC1(C)C(=O)NS(=O)(=O)c1ccccc1Cl (stereo unspecified)
-2.3,0.5,CCCNC(=O)C1(C)CCCN(C(=O)c2ccc3sccc3c2)C1 (stereo unspecified)
2.6,1.9,CCc1nc2ccc(C(=O)NCCOc3ccc(OC)cc3)cn2c1N(C)C(=O)C1CCCCC1
2.4,3.4,CCC(CO)Nc1ccn2nc(-c3cccs3)cc2n1 (stereo unspecified)
-1.1,2.5,CC(O)(c1ccc(F)c(F)c1)c1nc(-c2ccc(S(C)(=O)=O)cc2)cs1 (stereo unspecified)
0.4,4.6,COc1cc(CN2C[C@@H](CO)O[C@@H](n3cnc4c(NCCN(C)C)ncnc43)C2)cc(OC)c1OC
-4.1,4.4,Cc1cccc(C)c1NC(=O)C(c1ccccc1)n1c(=O)c(-c2ccccc2)nc2ccccc21 (stereo unspecified)
5.2,4.2,Cc1ccsc1C(=O)N1CCC1(C)C(=O)NS(=O)(=O)c1ccccc1 (stereo unspecified)
-3.0,2.2,COc1cc(NC(=O)CC[C@H]2O[C@@H](n3cnc4c(NC(=O)c5ccccc5)ncnc43)[C@H](O)[C@@H]2O)cc(OC)c1OC
-19.0,1.0,CCc1nc2c(OCc3ccc(Cl)cc3)cccn2c1N(C)C(=O)c1ccc2c(c1)OCO2
0.1,2.5,CC1(Oc2cccc(F)c2)CCN(Cc2ccccc2OC(F)F)C1 (stereo unspecified)
-2.0,2.0,O=C1NC[C@H](CCCCN2C[C@H](Cc3ccccc3)N(CCc3ccccc3)C(=O)C2=O)N(CCC2CCCCC2)C1=O
-6.4,1.6,Cc1cccc(C)c1NC(=O)C(c1ccccc1F)n1c(=O)c(-c2ccccc2)nc2ccccc21 (stereo unspecified)
-0.9,-0.2,Cn1c(=O)c2cc(NC(=S)NC3CCCCC3)ccc2n1Cc1ccc(F)cc1
-0.9,-2.2,COc1ccccc1-c1ccc2c(c1)C(C)(Cc1ccc(Cl)cc1)C(=O)N2 (stereo unspecified)
-2.4,-1.1,CCOc1ccc(C(CN2CCOCC2)C(C)=O)cc1OC (stereo unspecified)
-3.9,4.5,CC(C)C[C@H]1CN([C@@H](CC(C)C)CN2CCC[C@@H]2CN2C(=S)NC[C@@H]2Cc2ccc(O)cc2)C(=S)N1CC1CCCCC1
2.7,-3.6,CCc1c(-c2cccc(F)c2)ncn1CCc1ccccc1OC
-2.1,2.0,CC1(C(=O)NS(=O)(=O)c2ccc(Cl)s2)CCN1C(=O)c1ccccc1CCc1ccccc1 (stereo unspecified)
-1.9,0.1,CCOC(=O)C1=CCN(S(=O)(=O)c2ccccc2)C1c1ccc(C)cc1 (stereo unspecified)
-1.4,4.2,CCCn1cnnc1CNC(=O)[C@H]1O[C@@H](n2ccc(N)nc2=O)[C@H](O)[C@@H]1O
-2.7,2.6,Nc1ccn([C@@H]2O[C@H](C(=O)N3CCN(C(=O)C(F)(F)F)CC3)[C@@H](O)[C@H]2O)c(=O)n1
-4.3,-0.6,CC(C)(C)N1C(=O)c2ccccc2NC(=O)C1C(=O)NCc1ccco1 (stereo unspecified)
0.6,1.8,FC(F)C(F)(F)Oc1cccc(Nc2nccn3c(-c4cccc5ccccc45)cnc23)c1
-3.5,2.6,CCOC(=O)[C@]12CCC=C1N(Cc1ccc(Cl)cc1Cl)C(=O)[C@H](CC(=O)NCc1ccccc1)C2
0.6,-1.3,COc1ccc(C(N)c2csc(Nc3nncc4ccccc34)n2)cc1 (stereo unspecified)
-3.8,5.2,Cc1nc(NC(=O)C(C)(C)C)sc1C(=O)Cn1cc(CCc2ccccc2)nn1
-1.2,0.4,CC(=O)Nc1cccc(-c2csc(C(NC(C)=O)c3ccc(F)c(F)c3)n2)c1 (stereo unspecified)
1.9,0.4,O=C(Nc1ccc(N2CCOCC2)cc1)c1csc([C@H]2C[C@H](O)[C@@H](CO)O2)n1

Another view of 12 compounds above:
mol	Wnt bcat act	phage Ecoli inh
CCc1c(-c2cccc(F)c2)ncn1CCc1ccccc1OC	2.7	-3.6
CC1(C(=O)NS(=O)(=O)c2ccc(Cl)s2)CCN1C(=O)c1ccccc1CCc1ccccc1 (stereo unspecified)	-2.1	2.0
CCOC(=O)C1=CCN(S(=O)(=O)c2ccccc2)C1c1ccc(C)cc1 (stereo unspecified)	-1.9	0.1
CCCn1cnnc1CNC(=O)[C@H]1O[C@@H](n2ccc(N)nc2=O)[C@H](O)[C@@H]1O	-1.4	4.2
Nc1ccn([C@@H]2O[C@H](C(=O)N3CCN(C(=O)C(F)(F)F)CC3)[C@@H](O)[C@H]2O)c(=O)n1	-2.7	2.6
CC(C)(C)N1C(=O)c2ccccc2NC(=O)C1C(=O)NCc1ccco1 (stereo unspecified)	-4.3	-0.6
FC(F)C(F)(F)Oc1cccc(Nc2nccn3c(-c4cccc5ccccc45)cnc23)c1	0.6	1.8
CCOC(=O)[C@]12CCC=C1N(Cc1ccc(Cl)cc1Cl)C(=O)[C@H](CC(=O)NCc1ccccc1)C2	-3.5	2.6
COc1ccc(C(N)c2csc(Nc3nncc4ccccc34)n2)cc1 (stereo unspecified)	0.6	-1.3
Cc1nc(NC(=O)C(C)(C)C)sc1C(=O)Cn1cc(CCc2ccccc2)nn1	-3.8	5.2
CC(=O)Nc1cccc(-c2csc(C(NC(C)=O)c3ccc(F)c(F)c3)n2)c1 (stereo unspecified)	-1.2	0.4
O=C(Nc1ccc(N2CCOCC2)cc1)c1csc([C@H]2C[C@H](O)[C@@H](CO)O2)n1	1.9	0.4

More results.
Wnt bcat act,phage Ecoli inh,molecule
-2.8,1.4,CCCNC(=O)C1(C)CCCN(C(=O)c2ccc3ccccc3c2)C1 (stereo unspecified)
2.5,-1.8,CCc1c(-c2ccccc2F)ncn1Cc1cccc(-c2ccccc2)c1
-1.5,3.0,CC(O)(c1cccc(F)c1)c1nc(-c2cccc3cccnc23)cs1 (stereo unspecified)
-3.1,-1.7,CCOC(=O)[C@]12CCC=C1N(Cc1ccccc1)C(=O)[C@H](CC(=O)N1CCN(C(=O)c3ccco3)CC1)C2
3.2,2.4,CCCNC(=O)c1cc(C2CCCCN2S(=O)(=O)c2cn(C)cn2)on1 (stereo unspecified)
-1.7,2.3,O=C1NC[C@H](Cc2ccc(O)cc2)N(C[C@@H]2CCCN2C[C@H](Cc2ccc(O)cc2)N2C[C@H](Cc3ccccc3)N(CC3CCCCCC3)C(=O)C2=O)C1=O
-1.5,0.4,COc1ccc(-c2[nH][nH]c(=O)c2NC(=O)c2ccc(C)cc2)cc1
-1.6,0.5,O=C1C=CC(=NN=C(c2ccccc2)c2ccccc2)C=C1
0.5,2.2,CN(C(=O)CN1CCN(c2cc(-c3cccc4oc5ccccc5c34)ncn2)CC1)c1ccccc1
-2.8,3.3,O=C(OCC(O)C1OC(c2ccccc2)OC(COC(=O)c2ccccc2)C1O)c1ccccc1 (stereo unspecified)
1.8,0.8,CCc1nc2ccc(C(=O)N(C)Cc3ccco3)cn2c1N(CC)C(=O)NCCc1ccccc1
-1.0,2.4,CCOC(=O)C1=CCN(S(=O)(=O)c2ccccc2C)C1c1cccc(Br)c1 (stereo unspecified)
-0.9,0.1,CCCc1nc2ccc(Br)cn2c1Cc1ccccc1
-2.2,1.7,CCC(CC)C(=O)N(C)c1c(C)nc2c(OCC3CCCCC3)cccn12
-21.4,6.6,COC(=O)[C@]12C[C@H](CC(=O)NCC34CC5CC(CC(C5)C3)C4)C(=O)N(Cc3ccccc3)C1=C[C@H](C(C)(C)C)O[C@@H]2C
-3.0,-0.2,COc1cccc(CNc2nc3cc(-c4ccc(OC)c(OC)c4)sc3c(=O)n2C)c1
-1.6,3.3,Cc1ccc(CNC(=O)Nc2nnc([C@H]3C[C@H](O)[C@@H](CO)O3)s2)cc1
-2.0,1.6,CC(C)(C)NC(=O)C1(C)CCC(=O)N1CC(F)(F)F (stereo unspecified)
-3.0,0.8,O=C1NC[C@H](CC2CCCCC2)N(CCc2cccc3ccccc23)C1=O
-3.8,1.3,Cc1cn([C@H]2C[C@H](O)[C@@H](CCC(=O)NCCc3ccc4ccccc4c3)O2)c(=O)[nH]c1=O
-1.9,0.4,COc1ccccc1Cc1c(C2CCCCC2)nc2c(C)cc(Br)cn12
-2.1,3.6,COc1ccc(C(C)(O)c2nc(-c3ccccc3C)cs2)cc1 (stereo unspecified)
2.9,1.6,Brc1ccc(N2O[C@H]3C=C[C@@H]2C3)nc1
-1.7,1.7,COCc1[nH]nc2c1C(c1ccc(C)cc1)NC2=O (stereo unspecified)
-7.4,0.8,COc1ccccc1-c1cnc(C(O)c2cc(Cl)cc(Cl)c2)[nH]1 (stereo unspecified)
-1.8,3.1,CCOC(=O)[C@]12CCCC=C1N(Cc1ccc(Cl)cc1Cl)C(=O)[C@H](CC(=O)N1CCSCC1)C2
-1.1,2.8,CC(=O)NCCNC(=O)C1(C)Cc2c(-c3ccc(C(N)=O)cc3)ccnc2O1 (stereo unspecified)
0.7,4.8,COc1ccccc1-c1cnc(C(O)c2ccc(C)cc2)[nH]1 (stereo unspecified)
4.4,0.5,C#Cc1cccc(Nc2nc(NC(C)C)nc3ccsc23)c1
21.2,2.6,COC(=O)c1ccc2nc(-c3ccc(F)cc3)c(CC3CCCCC3)n2c1
-8.1,2.2,COc1ccc2cc(C3CC=C(CO)CN3S(=O)(=O)c3ccccc3[N+](=O)[O-])n(C(=O)OC(C)(C)C)c2c1 (stereo unspecified)
-0.9,1.2,CCCc1nc2ccc(Br)cn2c1Cc1ccccc1OC
-0.8,3.4,COc1ccc(CNC(=O)/C=C/[C@H]2O[C@@H](n3cc(C)c(=O)[nH]c3=O)C[C@@H]2O)cc1
-5.6,0.9,O=C(O)c1cc(N2CCCCC2)nc2ccccc12
-2.5,1.1,CCOC(=O)[C@]12CCCC=C1N(Cc1ccccc1)C(=O)[C@H](CC(=O)NCCCOC)C2
-1.2,1.9,CCOC(=O)[C@]12CCC=C1N(CCC1=CCCCC1)C(=O)[C@H](CC(=O)N1CCN(C(=O)C3CC3)CC1)C2
0.5,4.6,Cc1ccc(S(=O)(=O)N2CCCc3nc(-c4ccccc4)ccc32)cc1
0.2,3.7,CCCNC(=O)c1cc(C2CCCN(C(=O)c3ccc(OC)cc3)C2)on1 (stereo unspecified)
-0.4,0.0,COCCNC(=O)C1(C)CCN(C(=O)c2ccc(C(F)(F)F)nc2C)C1 (stereo unspecified)
6.0,4.8,C[C@@H]1COc2cc(N3CC[C@H](O)C3)ccc2S(=O)(=O)N1
-4.2,1.0,OC(c1ccc(Cl)cc1)c1ncc(-c2cccc(F)c2)[nH]1 (stereo unspecified)
-0.1,1.4,CCc1nc2ccc(C(=O)Nc3cccc(NS(C)(=O)=O)c3)cn2c1N(C)CCCc1ccccc1
-1.5,3.2,Clc1cccc(-c2nc3ccc(Br)cn3c2Cc2ccccc2)c1
-0.4,1.7,CCN(CC)CCCNC(=O)c1cc2cc(Cl)ccc2nc1N
0.1,-4.7,COc1ccc(C(N)c2csc(Nc3cc(Oc4ccccc4)ncn3)n2)cc1 (stereo unspecified)
-0.9,1.1,C=CCOc1cccn2c(N(C=O)Cc3ccccc3)c(CC)nc12
-5.4,1.8,COCCN1Cc2cc(C(=O)OC)c3c(c2C1=O)c1cc(F)ccc1n3C(=O)c1ccccc1
-1.3,3.3,C[C@@H]1C=CCCO[C@]12C(=O)N(CC1CC1)c1ccccc12
-1.6,2.8,CCc1nc2c(OCc3ccccc3)cccn2c1N(C)C(=O)COc1ccccc1
-23.2,1.2,COC(=O)[C@]12C[C@H](CC(=O)NCc3cccc4ccccc34)C(=O)N(CCC3=CCCCC3)C1=C[C@H](C(C)(C)C)O[C@@H]2C
-0.1,0.3,Clc1cccc(-c2cccc3nccn23)c1Cl
-0.7,4.6,COC(=O)Cc1c([C@H](C)[C@@H](OC)c2ccccc2Br)nnn1Cc1ccccc1
0.8,0.5,CCCc1cc(=O)oc2c3c(cc(OCC(=O)N4CCC(C(=O)O)CC4)c12)OC(C)(C)CC3
1.7,3.2,COC(=O)[C@]12CCCCC=C1N(Cc1ccco1)C(=O)[C@H](CC(=O)NCc1ccc(C)o1)C2
-0.6,4.2,Cc1nc2c(OCc3ccc(C#N)cc3)cccn2c1N(C)Cc1cccs1
-2.0,5.6,Cc1cccc(C)c1NC(=O)C(c1ccccc1)N1CCN(c2ccc(C(F)(F)F)cn2)CC1 (stereo unspecified)
-5.4,2.4,CCCCCCCCN1C(=O)[C@@H](CC(=O)NCc2cccs2)C[C@@]2(C(=O)OC)C1=C[C@H](C1CCCC1)O[C@@H]2C
-4.3,0.9,Cc1ccc(Cn2c(C)c(C(=O)NCc3cccc(C(F)(F)F)c3)sc2=O)cc1
4.7,2.4,CCNC(=O)OC[C@H]1O[C@H](C#Cc2ccc(C(C)(C)C)cc2)C=C[C@H]1O
-1.0,1.6,O=C(NCc1ccccc1)c1ccc([N+](=O)[O-])cc1

More results.
Wnt bcat act,phage Ecoli inh,molecule
-2.6,2.1,COc1ccc(-c2csc(C(C)(O)c3ccc(F)c(F)c3)n2)cn1 (stereo unspecified)
-1.8,-0.2,CC1(c2nnnn2Cc2ccccc2)CCC(=O)N1CCCN1CCOCC1 (stereo unspecified)
-1.8,1.6,CC1=C(C(=O)N2CCCCCC2)CC(CC(=O)NCCCCc2ccccc2)C(=O)N1CCC1=CCCCC1 (stereo unspecified)
-3.8,2.5,Cn1c(OCC2CCCO2)nc2cc(-c3ccccc3)sc2c1=O (stereo unspecified)
-1.3,2.4,CCc1nc2c(OCc3cc(Cl)cc(Cl)c3)cccn2c1N(C)C(=O)Nc1ccccc1OC
3.1,2.9,O=C(NCc1ccco1)c1ccc(-c2ccc3nccn3c2)cc1
1.2,1.8,CC(C)C[C@H]1CNC(=O)C(=O)N1C[C@@H]1CCCN1C[C@H](CC(C)C)N1C[C@H](Cc2ccc(O)cc2)N(CCc2ccccc2)C(=O)C1=O
-0.9,2.6,CCCS(=O)(=O)NC(=O)C1(C)CCN(C(=O)c2cncc(Br)c2)C1 (stereo unspecified)
